Screening results (PubChem)
CendR NRP1 mod = NRP-1/CendR interaction modulation | FAM-RPARPAR peptide binding to NRP-1, fluorescence polarization | inhibition, % at 25 µM | 0.85% of 360,000 active | AID 602438;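 active means inhibition or corrected inhibition above about 18%, plus a signal ratio from 0.5 to 1.5, limit read from the data, passing the limit was not always enough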; further: strong numbers were not always called active
Target sequence (O14786 whole entry, looked up): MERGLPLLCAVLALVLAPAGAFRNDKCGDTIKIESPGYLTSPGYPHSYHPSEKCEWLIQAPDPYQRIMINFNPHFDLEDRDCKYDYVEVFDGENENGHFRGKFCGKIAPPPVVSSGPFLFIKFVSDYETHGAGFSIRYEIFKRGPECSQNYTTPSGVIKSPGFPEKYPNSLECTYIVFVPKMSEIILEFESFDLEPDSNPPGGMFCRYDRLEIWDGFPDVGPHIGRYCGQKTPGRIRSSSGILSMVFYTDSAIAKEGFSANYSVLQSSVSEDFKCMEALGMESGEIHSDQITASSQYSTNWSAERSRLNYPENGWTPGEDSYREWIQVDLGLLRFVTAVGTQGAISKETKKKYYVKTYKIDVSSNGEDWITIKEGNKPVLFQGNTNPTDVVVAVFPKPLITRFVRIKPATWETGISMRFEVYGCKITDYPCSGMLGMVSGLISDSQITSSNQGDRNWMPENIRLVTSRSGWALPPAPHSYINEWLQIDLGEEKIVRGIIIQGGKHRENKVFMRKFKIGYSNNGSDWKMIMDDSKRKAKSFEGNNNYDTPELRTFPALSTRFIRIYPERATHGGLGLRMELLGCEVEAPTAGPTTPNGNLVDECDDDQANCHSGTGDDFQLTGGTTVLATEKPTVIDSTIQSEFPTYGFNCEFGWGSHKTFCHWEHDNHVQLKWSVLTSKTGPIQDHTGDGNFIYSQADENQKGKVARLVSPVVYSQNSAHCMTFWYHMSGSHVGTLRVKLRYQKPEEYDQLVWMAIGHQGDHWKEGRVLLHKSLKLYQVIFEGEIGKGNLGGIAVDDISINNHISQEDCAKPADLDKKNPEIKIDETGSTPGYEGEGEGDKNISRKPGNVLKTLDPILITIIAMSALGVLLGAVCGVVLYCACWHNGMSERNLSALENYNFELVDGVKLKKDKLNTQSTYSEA
MsrA inh = inhibitors of bovine MsrA; purified bovine MsrA, absorbance read-out; inhibition, % at 15.5 µM; 0.75% of 360,000 active; in the data active means inhibition above about 4.5%;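 further: 0% = vehicle wells with enzyme and 100% = reference inhibitor wells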
bovine MsrA act = bovine methionine sulfoxide reductase A activation. purified bovine MsrA, absorbance read-out. activation, % at 10.6 µM. 0.3% of 360,000 active. AID 602163; in the data active means activation above about 7.5%;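 further: 0% = vehicle and 100% = reference activator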
E coli Lon inh = E. coli protease La inhibition; P0A9M0; purified E. coli Lon protease, fluorescence polarization; inhibition, % at 7.94 µM; 0.42% of 360,000 active; AID 602123; in the data active means inhibition above about 13%, passing the limit was not always enough;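 further: 0% = enzyme with probe and DMSO and 100% = no enzyme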
Scp-1 inhibitor = blocks human Scp-1 phosphatase activity; Q9GZU7; Recombinant Scp1, phosphopeptide, malachite green phosphate absorbance; inhibition, % at 20 µM; 0.88% of 340,000 active;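 active means inhibition above about 50% at 20 µM, limit read from the data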;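 further: plate controls were DMSO wells with enzyme for no effect and wells lacking enzyme for full effect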
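Times: enzyme reaction 45 min at room temperature, colour 5 min, stabilisation 30 min. Material: SCP-1 catalytic fragment, aa 76-261. Medium: Acidic Tris acetate buffer with magnesium and detergent. Signal: colorimetric free-phosphate detection, absorbance 630 nm. Read-out basis: % inhibition of SCP-1 phosphate liberation. Reagent: Phosphorylated 17-residue peptide substrate.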
LMPTP inh = blocks human LMPTP phosphatase; 0.22% of 360,000 active; P24666; recombinant LMPTP-A, OMFP fluorogenic substrate, fluorescence intensity; inhibition, % at 20 µM;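 active means compounds that cut the enzyme signal by at least half of the control window in the single-dose screen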;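 further: plate controls were DMSO wells with enzyme plus substrate for no effect and substrate without enzyme for full effect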
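Test system: LMPTP-A, protein tyrosine phosphatase of low molecular weight; Input: 0.625 nM enzyme; Incubation: 50 min dark incubation at room temperature; Signal: endpoint fluorescence intensity from OMFP dephosphorylation; Read-out basis: % inhibition versus control wells.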
Tb MetRS inh = blocks T. brucei methionyl-tRNA synthetase activity | 0.4% of 360,000 active | AID 624268 | purified T. brucei MetRS, ATP depletion, Kinase-Glo luminescence | inhibition, % at 11.9 µM;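 active means inhibition above a per-plate cutoff of the control wells' mean inhibition plus 3 SD, cut at about 5.5% in these data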;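 further: 0% = DMSO wells median and 100% = median of wells with control inhibitor compound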
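Dosing: 11.9 µM compound single dose, 0.9% DMSO; Assay system: purified T. brucei MetRS enzyme; Measured by: Kinase-Glo luciferase luminescence reporting remaining unconsumed ATP; Schedule: 15 min plus 2 h at 25 °C.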
SUMO1-SIM PPI = SUMO1-SIM interaction modulation; P63165; SUMO1 binding to a labelled peptide, TR-FRET, 1 h; inhibition, % at 20 µM; 0.33% of 360,000 active; in the data active means inhibition above about 37%
STEP inh = inhibitors of human striatal-enriched phosphatase STEP; recombinant STEP, OMFP fluorogenic substrate, fluorescence; inhibition, % at 20 µM; 0.25% of 360,000 active; P54829;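 active means inhibition at 20 µM, scaled per plate between control wells, above about 37%, limit read from the data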;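 further: 0% = DMSO with enzyme and substrate and 100% = substrate only without enzyme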
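Measure: Control-normalized % inhibition with plate pattern correction | Test system: STEP phosphatase, cell-free reaction | Medium: pH 6.0 Bis-Tris with DTT and Tween 20 | Technique: Fluorescence, 480/540 nm | Times: Reaction 20 min, ambient temperature | Doses: Single compound dose of 20 µM, 1% DMSO final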
DNMT1 inh = DNMT1 (human) enzyme inhibition; 0.83% of 360,000 active; inhibition (reported as % activation of signal), % at 10 µM; DNMT1 molecular beacon, Hinp1I cleavage, fluorescence; P26358; in the data active means inhibition above about 50%
* hit, by the source's call; . = no result given.

The first seven entries as a preview:
compound,Tb MetRS inh,MsrA inh,bovine MsrA act,CendR NRP1 mod,LMPTP inh,E coli Lon inh,SUMO1-SIM PPI,Scp-1 inhibitor,STEP inh,DNMT1 inh
CC(Sc1nc(-c2ccccc2)cc(C(F)(F)F)n1)C(=O)Nc1ccc2c(c1)OCO2 (stereo not drawn),0.0,0.2,-9,0,1.0,-1,0,-3,4,34
CCc1n[nH]c(=S)n1/N=C/c1cc(OC)cc([N+](=O)[O-])c1O,0.0,0.1,-2,47*,-2.6,1,-27,26,5,2
Cc1cc(C)c2c(=O)n(CC(=O)N3CCN(c4ccccc4)CC3)ccc2n1,-0.8,1.6,0,3,-0.6,-5,1,.,5,1
O=C(Nn1c(-c2ccccc2)nc2ccccc2c1=O)c1ccc([N+](=O)[O-])cc1,0.1,-0.3,-3,1,-1.1,5,-9,-7,0,-1
O=C(N/N=C/c1ccncc1)c1ccccn1,-0.4,0.7,-1,6,-2.0,-10,-5,33,-4,0
Cc1ccc(OC(=O)c2ccncc2)c(C)c1,0.1,0.0,-3,7,-1.3,-6,5,1,-2,5
Cc1cc(-c2nnc(SCC(=O)Nc3ccc(Cl)cn3)n2N)n[nH]1,-0.2,0.4,-2,13,0.7,-7,-8,-2,4,-1

All compounds of this part, from the start:
compound,Tb MetRS inh,MsrA inh,bovine MsrA act,CendR NRP1 mod,LMPTP inh,E coli Lon inh,SUMO1-SIM PPI,Scp-1 inhibitor,STEP inh,DNMT1 inh
CC(Sc1nc(-c2ccccc2)cc(C(F)(F)F)n1)C(=O)Nc1ccc2c(c1)OCO2 (stereo not drawn),0.0,0.2,-9,0,1.0,-1,0,-3,4,34
CCc1n[nH]c(=S)n1/N=C/c1cc(OC)cc([N+](=O)[O-])c1O,0.0,0.1,-2,47*,-2.6,1,-27,26,5,2
Cc1cc(C)c2c(=O)n(CC(=O)N3CCN(c4ccccc4)CC3)ccc2n1,-0.8,1.6,0,3,-0.6,-5,1,.,5,1
O=C(Nn1c(-c2ccccc2)nc2ccccc2c1=O)c1ccc([N+](=O)[O-])cc1,0.1,-0.3,-3,1,-1.1,5,-9,-7,0,-1
O=C(N/N=C/c1ccncc1)c1ccccn1,-0.4,0.7,-1,6,-2.0,-10,-5,33,-4,0
Cc1ccc(OC(=O)c2ccncc2)c(C)c1,0.1,0.0,-3,7,-1.3,-6,5,1,-2,5
Cc1cc(-c2nnc(SCC(=O)Nc3ccc(Cl)cn3)n2N)n[nH]1,-0.2,0.4,-2,13,0.7,-7,-8,-2,4,-1
Cc1cccc(C)c1N1C(=O)CC(N2CCSCC2)C1=O (stereo not drawn),0.0,0.8,-4,-2,-0.4,0,3,-5,0,4
CC(=O)N1CCN(C(=O)COc2ccccc2C(=O)Nc2ccccc2)CC1,0.2,0.0,-1,1,-1.2,7,0,-12,1,6
COc1ccccc1N1CCN(C(=O)c2ccc(CSc3ccccc3)cc2)CC1,-0.2,0.1,-4,-12,3.7,0,2,0,2,-7
COc1ccc(-n2c(C)cc(C)c(C(C)=O)c2=S)cc1,-0.5,3.0,-3,-7,-2.6,-1,-8,-4,-4,0
CCOC(=O)N1CCN(C(=O)CCCn2nc(C)c3sc4ccccc4c3c2=O)CC1,-1.1,0.2,-12,5,1.1,-1,-4,-2,-14,1
COC(=O)[C@H](Cc1ccc(O)cc1)NC(=O)Cn1cnc2c(SC)nc(N)nc21,0.4,1.5,-5,-8,-1.4,1,-1,0,2,2
O=C(NC12CC3CC(CC(C3)C1)C2)c1ccc([N+](=O)[O-])o1,-0.8,0.1,-2,12,-0.7,-5,-27,-5,0,1
CCOC(=O)c1cc(-c2ccccc2C)nn1CC1CC(c2ccc(OC)cc2)=NO1 (stereo not drawn),-0.3,1.3,-3,21,2.6,-10,7,-12,1,-9

Following part.
compound,Tb MetRS inh,MsrA inh,bovine MsrA act,CendR NRP1 mod,LMPTP inh,E coli Lon inh,SUMO1-SIM PPI,Scp-1 inhibitor,STEP inh,DNMT1 inh
Cc1ccc(C(=O)OCC(=O)Nc2ccc(Cl)cn2)s1,-0.1,1.7,-1,12,-2.0,-5,3,-7,0,6
CC(=O)N(CCCN(C)C)CCC(C)CCC=C(C)C (stereo not drawn),0.1,-1.3,3,-8,-2.0,-5,4,-5,-1,2
CC(C)N1C(=O)/C(=C\c2nc3ccccc3c(=O)[nH]2)c2ccccc21,-0.2,0.4,-3,-12,-1.2,-6,-19,3,-2,-3
CSCCC(C(=O)NCc1ccccc1)n1c(-c2ccc3c(c2)CCO3)nc2ccccc21 (stereo not drawn),-0.3,-0.7,.,-4,0.3,.,-4,.,.,.
O=C(NNC(=O)C1C2CCC(C2)C1C(=O)O)c1ccc(Cl)cc1 (stereo not drawn),-0.9,0.5,-10,14,-0.5,-4,2,7,-2,3
Cc1cccc(OC(=O)c2ccc3c(=O)n4c(nc3c2)CCC4)c1,-0.4,0.2,-8,7,2.8,4,-3,.,-1,3
CC(CCc1ccccc1)NCC(O)COc1ccccc1 (stereo not drawn),0.6,-0.4,-1,7,-2.3,-3,0,-9,-2,3
O=C(C[C@@H]1C[C@@H]2c3cc(NS(=O)(=O)c4ccc(F)cc4)ccc3O[C@@H]2[C@H](CO)O1)N1CCc2ccccc2C1,-1.9,0.4,-6,6,-0.5,4,4,.,-3,-4
Cc1ccccc1-c1nc(CS(=O)(=O)CC(=O)NCc2ccccc2)c(C)o1,0.4,1.9,0,1,-0.3,3,6,-4,1,0
Cc1nn(CC(O)c2ccccc2)c(C)c1Br (stereo not drawn),0.0,0.3,-3,6,-1.9,-4,-2,-9,0,-1
CCOc1ccccc1C(=O)Nc1ccc2c(c1)C(=O)NC2=O,-0.1,0.1,-2,6,-3.6,-4,0,-12,-2,-1
CC(=O)c1ccc(S(=O)(=O)Nc2ccccc2C(=O)NC2CC2)cc1,-0.4,-0.8,0,8,-1.1,8,-3,0,-1,26
CCOc1ccccc1N(CC(=O)N1CCCCCC1)S(C)(=O)=O,-1.4,0.8,2,-3,-1.1,0,2,2,0,-1
COc1cccc(NC(=O)C(c2ccccc2)N2CCN(CC(=O)N3CCOCC3)CC2)c1 (stereo not drawn),-0.1,-0.2,-6,6,-0.1,4,-1,-7,-2,0
O=C(NCCNC(=O)c1cc(OCC(F)(F)F)ccc1OCC(F)(F)F)Nc1ccccc1,0.5,1.1,2,10,1.1,14,-2,3,1,-3

Continuation.
compound,Tb MetRS inh,MsrA inh,bovine MsrA act,CendR NRP1 mod,LMPTP inh,E coli Lon inh,SUMO1-SIM PPI,Scp-1 inhibitor,STEP inh,DNMT1 inh
COCCCN1C(=O)c2[nH]nc(-c3ccccc3O)c2C1c1cccc(Cl)c1 (stereo not drawn),-0.8,-0.8,-2,-6,-0.3,1,7,-2,0,-5
CCn1nccc1NC(=O)c1ccc2sc([C@@H]3O[C@H](CO)[C@H](O)[C@H](O)[C@H]3O)nc2c1,0.0,-0.6,1,-6,-0.4,-5,1,.,0,0
Cc1cc(C)c(C)c(S(=O)(=O)N2CCSCC2)c1C,0.1,-1.0,-3,-2,1.4,-5,0,2,1,1
Cc1nn(CC(=O)OCC(=O)c2ccccc2)c(C)c1[N+](=O)[O-],0.1,1.7,-3,3,-0.4,0,-4,-3,0,1
O=c1[nH]ncc2c3ccccc3n(Cc3ccccc3F)c12,0.0,-0.3,-1,-14,0.1,-4,4,-5,-4,0
COc1ccc(C2CC(=O)c3ccccc3O2)cc1 (stereo not drawn),0.2,0.5,-2,5,0.3,-3,0,-6,2,1
c1ccc(-c2nc(-c3ccco3)cs2)nc1,-0.2,1.6,-3,-44,1.1,-18,13,-8,2,-2
CCOc1ccc(NS(=O)(=O)c2ccc(OC)c(C)c2)cc1,-0.4,0.8,-9,0,0.4,2,1,-9,0,1
O=C(CSc1nnc(NC(=O)C2CC(=O)N(c3ccc(F)cc3)C2)s1)NCc1ccco1 (stereo not drawn),0.4,-0.4,-1,-29,5.1,-18,14,16,1,13
CN(C)S(=O)(=O)c1cccc(COC(=O)c2cc([N+](=O)[O-])ccc2N2CCOCC2)c1,-0.1,1.0,-1,-2,0.6,11,-26,-7,0,-3
COc1ccc(C(=O)N2CCN(c3ccc(NC(=O)Cc4ccccc4)cc3)CC2)cc1,-0.4,-1.1,-3,2,1.2,-8,2,1,2,-1
Cc1ccc(CNc2ccccc2C(=O)O)s1,-1.0,-0.7,-7,-7,-0.9,1,17,-1,0,2
C[C@H](CO)NC(=O)c1nc[nH]c1C(=O)N[C@H](C)c1ccccc1,-1.5,-0.8,0,-13,-3.1,-1,-4,.,-1,6
COC(=O)[C@@H]1CCCN1C(=O)CCc1nnc(CCc2c[nH]c3ccccc23)o1,0.9,3.6,-2,9,0.6,-3,1,-9,-2,1
CC(C)Cc1nc(Nc2ccc(S(=O)(=O)N3CCCC3)cc2)c2nnn(Cc3ccccc3)c2n1,1.4,-0.2,-3,-10,2.5,-3,-3,-8,-1,-11
CN(CCCNC(=O)CCCOc1cc(=O)n(C)c2ccccc12)Cc1ccccc1,-0.7,-0.8,-2,-7,-0.9,-2,-1,-5,-4,-7
